# TbREL1 primary: TbREL1 inhibition, primary screen; P86926; AID 1117264; 0.49% of 89,000 active; TbREL1 RNA ligation, FRET fluorescence; inhibition, % at 9.66 µM;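 active = inhibition above the mean inhibition across all screened compounds plus 3 SD, cut at about 11% in these data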;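 note: 0% = plate median of test wells and 100% = NSC42067 control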
# Target sequence (P86926 whole entry, looked up): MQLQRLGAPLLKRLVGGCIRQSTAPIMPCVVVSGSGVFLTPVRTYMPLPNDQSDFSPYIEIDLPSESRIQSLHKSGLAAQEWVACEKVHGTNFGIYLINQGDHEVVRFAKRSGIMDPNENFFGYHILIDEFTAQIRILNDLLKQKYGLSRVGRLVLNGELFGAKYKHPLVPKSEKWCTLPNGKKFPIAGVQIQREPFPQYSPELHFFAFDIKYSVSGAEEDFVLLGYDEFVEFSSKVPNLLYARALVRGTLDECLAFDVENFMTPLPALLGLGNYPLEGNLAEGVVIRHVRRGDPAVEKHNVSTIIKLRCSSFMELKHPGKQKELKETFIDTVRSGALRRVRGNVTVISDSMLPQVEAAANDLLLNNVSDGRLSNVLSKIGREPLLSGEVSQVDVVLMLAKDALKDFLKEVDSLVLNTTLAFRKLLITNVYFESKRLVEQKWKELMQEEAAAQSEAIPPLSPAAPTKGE
# * marks the source's active call; other numbers are inactive results.
TbREL1 primary | Structure
0.4 | CCc1ccccc1NC(=O)N1C2CCCC1CC(NC(C)=O)C2 (configuration not stated)
-0.6 | CN1C(C(=O)NCc2cccc(C(F)(F)F)c2)CC2Cn3c(nc4cc5ccccc5cc43)C21 (configuration not stated)
3.9 | Cc1ccc(-c2nn(-c3ccccc3)cc2CSC(=N)N)cc1
-0.9 | COC(=O)[C@@]12CCCN1[C@H](c1ccc(-c3ccc(Cl)c(Cl)c3)c(OC)c1)[C@H]1C(=O)N(C)C(=O)[C@H]12
1.3 | COc1ccc(NC(=O)CS(=O)c2ccccc2Cl)cc1 (configuration not stated)
-6.0 | S=C(c1ccccc1)N1CCN(c2ccccc2)CC1
-1.0 | CC(C)c1nc(SCC(=O)Nc2ccc(C(=O)O)cc2)c2c3c(sc2n1)CCCC3
2.5 | Cc1ccccc1-c1ccc(C(=O)Nc2cccc(F)c2)o1
-4.6 | Cn1c(CNC(=O)c2ccco2)nnc1SCC(=O)N1c2ccccc2Sc2ccccc21
3.5 | COc1ccc(S(=O)(=O)N(C)CC(=O)N2CCN(C)CC2)cc1C
0.6 | COc1ccc(OCC(O)CNC(=O)c2ccccc2C(=O)O)cc1 (configuration not stated)
7.2 | CC(C)(C)P(=O)(CO)c1ccccc1 (configuration not stated)

# More entries follow.
TbREL1 primary | Structure
-0.6 | CCOC(=O)CCSc1nnc(-c2cccnc2)n1-c1ccccc1OC
2.1 | CC(C)CCC(=O)N1CCC(N2CCC(C(=O)NCc3ccccn3)CC2)CC1
-2.3 | Cc1ccccc1C(=O)NC(NC(=S)Nc1ccc(S(N)(=O)=O)cc1)C(Cl)(Cl)Cl (configuration not stated)
-0.8 | CCn1nnnc1-c1ccc(OC)c(S(=O)(=O)NCCc2ccccc2)c1
-0.2 | C(=C\c1ccccc1)/CN1CCN(C(c2cc3ccccc3o2)c2nnnn2-c2ccc3c(c2)OCCO3)CC1 (configuration not stated)
-1.9 | Cc1ccc(S(=O)(=O)NC(=O)Nc2nc(-c3ccc(F)c(F)c3)cs2)cc1
2.5 | Cc1cc(C)nc(SCc2nnc(SCC(=O)Nc3nccs3)n2Cc2ccco2)n1
-0.5 | CCc1ccc(N2CC(C(=O)N3CCCC3)CC2=O)cc1 (configuration not stated)
-1.0 | COc1ccc(Cn2c(C3CC3)nc3ccc(NC(=O)C4CC4)cc3c2=O)cc1
9.1 | O=C(/C=C/c1ccco1)Nc1ccc(-c2nc3ccccc3[nH]2)cc1
3.4 | C/C(=N\Nc1ccc(C(F)(F)F)cc1[N+](=O)[O-])C(C)C
-4.2 | COc1ccc(N2CCC(CNC(=O)Nc3ccc(C)c(C)c3)C2)cc1 (configuration not stated)

# Part of the list above, field by field.
Structure: CC(C)CCC(=O)N1CCC(N2CCC(C(=O)NCc3ccccn3)CC2)CC1
  TbREL1 primary = 2.1
Structure: COc1ccc(Cn2c(C3CC3)nc3ccc(NC(=O)C4CC4)cc3c2=O)cc1
  TbREL1 primary = -1.0
Structure: C(=C\c1ccccc1)/CN1CCN(C(c2cc3ccccc3o2)c2nnnn2-c2ccc3c(c2)OCCO3)CC1 (configuration not stated)
  TbREL1 primary = -0.2

# Other records.
TbREL1 primary | Structure
0.2 | CCCCSc1nc2c(=O)[nH][nH]c(=O)c2n1Cc1ccccc1
-0.3 | CCc1ccc(/C=N\n2cnnc2)cc1
-2.1 | CCOCCCNS(=O)(=O)c1ccc(-n2cnnn2)c(OC)c1
3.8 | Cc1c(NC(=S)SCc2ccccc2)c(=O)n(-c2ccccc2)n1C
-2.3 | Cc1sc2nc(C(C)Sc3n[nH]c(N)n3)[nH]c(=O)c2c1C (configuration not stated)
0.7 | CCn1c(SCC(=O)NC2CCCC2)nnc1-c1cccnc1
4.4 | CC1CCCC(C)N1C(=O)COC(=O)c1cccnc1Cl (configuration not stated)
-0.8 | CC1CN(C(=O)CCC(=O)NCc2ccc(Cl)cc2)c2ccccc2S1 (configuration not stated)
-2.9 | Cc1ccc([C@@H]2CC=C(C(=O)O)CN2S(=O)(=O)c2ccccc2C)cc1
-4.1 | COc1ccc(CC(=O)NCc2nnc(SCc3ccc([N+](=O)[O-])cc3)n2C)cc1
5.7 | COc1ccc(C(=O)C2CCCN(Cc3ccc4nonc4c3)C2)cc1F (configuration not stated)
-2.6 | O=C(NCCc1ccccc1)C1CCC(CNc2c(N3CCCCC3)c(=O)c2=O)CC1 (configuration not stated)

# (cont.)
TbREL1 primary | Structure
0.5 | C(=N\n1cnnc1)/c1ccc2c(c1)OCO2
-1.9 | O=C(OCc1cn([C@@H]2CN(C(=O)c3cccs3)[C@@H](c3ccccc3)C[C@H]2O)nn1)c1ccccc1
0.3 | COCCCNC(=O)c1cc(C)nn1-c1ccccc1
-7.5 | O=C(CSc1nc2ccccc2[nH]1)Nc1ccc(N2CCOCC2)cc1
2.5 | Cc1ccc(S(=O)(=O)NC2=NCN(C(C)C)CN2)cc1
2.5 | CCOC(=O)C1=C(C)Nc2ccccc2N/C1=N\S(=O)(=O)c1ccc(Cl)cc1
-0.7 | O=C(CCCN1C(=O)c2ccccc2C1=O)NC1=NCCS1
2.2 | Cc1ccc(-n2cnc3c(sc4nccc(N(C)C)c43)c2=O)cc1
-0.4 | O=C(CSc1nnc(C2COc3ccccc3O2)o1)N1CCN(c2ccccc2)CC1 (configuration not stated)
-2.2 | CCCCC(=O)Nc1cccc(NC(=O)c2ccc3c(c2)OCO3)c1
-2.4 | Cc1csc(N/N=C\c2cccnc2)n1
1.7 | CC(C)(C)NC(=O)C(OC(=O)c1cccs1)c1ccc(F)cc1 (configuration not stated)

# Other results follow.
TbREL1 primary | Structure
-4.1 | COc1cccc2cc(C(C)N(CCCN3CCOCC3)C(=S)Nc3ccccc3C)oc12 (configuration not stated)
1.9 | O=S(=O)(c1ccccc1)N(C1=NCCS1)S(=O)(=O)c1ccccc1
-0.8 | O=C(CCCn1c(=O)[nH]c2cc(Cl)ccc2c1=O)NCCCN1CCCC1=O
0.1 | Cc1cc(C(F)(F)F)c2c(N)c(C(=O)Nc3cc(C)on3)sc2n1
4.1 | Cc1cc(S(=O)(=O)N(Cc2ccccc2Cl)c2ccc3c(c2)CCC3)ccc1-n1cnnn1
-3.5 | Fc1ccc(NC(=S)N/N=C/c2ccc(F)c(F)c2)c(F)c1
-8.6 | COc1ccc(S(=O)(=O)N2CCN(CC3CC=CCC3)CC2)cc1 (configuration not stated)
-2.4 | COc1ccc(C)cc1NC(=O)CSc1nnc(-c2n[nH]c3c2CCC3)n1N
-0.6 | CCOc1ccc(OCCC(=O)OCC(=O)NC2CCCC2)cc1
-1.8 | O=C(c1ccco1)N1CCN(C(c2cccs2)c2nnnn2C2CCCC2)CC1 (configuration not stated)
-1.4 | COC(=O)[C@]12C[C@H](CC(=O)N3CCCC3)C(=O)N(Cc3cccc4ccccc34)C1=C[C@H](COCc1ccccc1)O[C@@H]2C
3.4 | CC(C)(C)c1ccc(C(=O)Nc2ccc(O)c3c(=O)cc(-c4cccc(Cl)c4)oc23)cc1

# (next part)
TbREL1 primary | Structure
-0.2 | O=C(c1nn2c(C(F)(F)F)cc(-c3ccc(F)cc3)nc2c1Cl)N1CCOCC1
-1.5 | O=C(c1ccc(O)cc1)c1ccc(Cl)cc1
5.7 | O=C(NC(=O)c1ccc(F)cc1F)Nc1ccc(Cl)cc1
-0.6 | O=C(Nc1ccc(F)cc1)c1csc(Cc2ccccc2)n1
-5.5 | COc1ccc(NC(=S)NNC(=O)c2cccs2)cc1
10.5 | CCCC1CCC2(CC1)CCC2OC(=S)Nc1cccc(C(F)(F)F)c1 (configuration not stated)
-2.4 | COCCNC(=O)c1ccc(Cl)c(S(=O)(=O)Nc2cccc(C)c2C)c1
0.3 | Cc1ccc(NC(=O)COC(=O)Cn2ccc(=O)[nH]c2=O)cc1C
4.6 | Cc1ccc(-n2nnnc2/C=C\Nc2cc(C)on2)cc1
5.7 | Cc1ccccc1-c1cc2nc(NCc3ccncc3)n(C)c(=O)c2s1
-0.8 | CCCCc1cc(=O)oc2c(CN(C)C)c(O)ccc12
2.3 | COCCN(CCOC)C(=O)Nc1ccc(Cl)cc1

# (next part)
TbREL1 primary | Structure
1.5 | Cc1ccc(S(=O)(=O)NCCC(=O)Nc2ccc(C)cc2C(=O)c2ccccc2)cc1
5.2 | O=C(C[C@H]1CC[C@H]2[C@@H](COC[C@@H](O)CN2Cc2cc(F)ccc2F)O1)NCc1ccc(Cl)cc1
2.6 | O=C(NCc1ccco1)c1ccc(-c2ccccc2Cl)o1
1.2 | Cc1c(NC(=O)CSc2nnc(-c3cccnc3)n2N)c(=O)n(-c2ccccc2)n1C
-1.6 | CCOC(=O)N1CCN(C(=O)c2cn(CC(C)C)c(=O)c3c2c2ccccc2n3C)CC1
-0.2 | O=C(NCc1ccc(F)cc1)N[C@@H](Cc1ccccc1)C(=O)O
2.6 | Cc1ccc(N(CCCCN2C(=O)c3ccccc3C2=O)C(=O)c2cccs2)cc1
1.0 | Oc1ccc(Cl)c2cccnc12
3.0 | CC1CN(C(=O)c2cc(S(=O)(=O)N3CCCC3)c(Cl)cc2Cl)CC(C)O1 (configuration not stated)
2.2 | Cc1ccc(S(=O)(=O)Nc2ccc(Nc3nccn4c(-c5cccc(OC(F)(F)F)c5)cnc34)cc2)cc1
-1.9 | COc1ccc(N2C=C3C(=O)C(C)(OC(=O)CCc4ccccc4)C(=O)C=C3C=C2c2ccc(C#N)cc2)cc1 (configuration not stated)
0.3 | COc1ccccc1C(=O)N1CCCC(c2nc(-c3cc(OC)c(OC)c(OC)c3)no2)C1 (configuration not stated)

# Carrying on:
TbREL1 primary | Structure
-2.2 | FC(F)(F)Oc1ccccc1C(c1nnnn1C1CCCC1)N1CCN(C/C=C/c2ccccc2)CC1 (configuration not stated)
2.4 | CCn1cc(CN2CCC(C(=O)Nc3ccc(Oc4cccnc4)cc3)CC2)c(C)n1
-0.1 | NC(=O)c1c(NC(=O)c2cc3ccccc3o2)sc2c1CCC2
1.4 | CCC(Oc1ccccc1)C(=O)N1CCN(c2ccccn2)CC1 (configuration not stated)
-0.8 | Cc1oc2c(CN3CCCC3)c(O)ccc2c(=O)c1-c1ccc(Cl)cc1
4.9 | COc1cc(C#Cc2c(-c3ccccc3OC)oc3ccccc23)cc(OC)c1
2.3 | Cc1cc(C)n(-c2ccc(C(=O)OCC(=O)Nc3cc(S(C)(=O)=O)ccc3Cl)cc2)n1
1.0 | O=S(=O)(Cc1noc(-c2ccccc2Cl)n1)c1ccccn1
1.4 | C#CCN1CC(C)/C(=N/O)CC1C (configuration not stated)
0.7 | COc1ccc(C(=O)COC(=O)Cc2c[nH]c3ccccc23)c(OC)c1
3.6 | C=CCNCCCCOc1ccc(Br)cc1C
3.2 | Cn1c(=O)c2c(ncn2CC(=O)OCC(=O)Nc2ccc(F)cc2F)n(C)c1=O

# Next results follow:
TbREL1 primary | Structure
-0.3 | CCC(=O)N1CCCC(C)(C(=O)Nc2ccc(OC(F)F)cc2)C1 (configuration not stated)
1.0 | COc1cc2c(cc1NC(=O)CSc1ccccn1)oc1ccccc12
-0.8 | C=CC[C@@H](CC(=O)OC(C)(C)C)C(=O)OC[C@H]1CCCN1C(=O)[C@@H](CC=C)CC(=O)N(CCO)Cc1ccccc1
-3.2 | COC(=O)C1=C(C)N(C)C(=S)N(C)C1c1cccc(Br)c1 (configuration not stated)
-3.6 | COC(=O)[C@]12C[C@H](CC(=O)N3CCCC3)C(=O)N(Cc3ccc(Cl)cc3Cl)C1=C[C@H](C(C)C)O[C@@H]2C1CC1
0.2 | COc1ccc(N/C(=C2\CCCC2=O)C2CCCCC2)cc1
-2.0 | CC(=O)Nc1ccc(NS(=O)(=O)c2c(Cl)cccc2Cl)cc1
6.2 | CN(C)CCCN(C(=O)COc1ccccc1)c1nc2cc3c(cc2s1)OCO3
-2.8 | C[C@H](CO)N1C[C@H](C)[C@@H](CN(C)Cc2ccc(Cl)c(Cl)c2)Oc2c(NS(=O)(=O)c3cn(C)cn3)cccc2C1=O
-0.6 | Cc1cc(C)n(-c2cc(=O)n(C)c(=O)n2C)n1
-2.8 | C=CCN1C(=O)[C@H](CC(=O)NCc2ccccc2)[C@@]2(C(=O)OCC)CCCC=C12
-0.6 | O=C(N1CCCCC1)N1CCN(c2ccc(Cl)cc2)CC1

# Brought forward from above: seven compounds; new compounds follow.
TbREL1 primary | Structure
0.2 | COc1ccc(N/C(=C2\CCCC2=O)C2CCCCC2)cc1
-2.0 | CC(=O)Nc1ccc(NS(=O)(=O)c2c(Cl)cccc2Cl)cc1
6.2 | CN(C)CCCN(C(=O)COc1ccccc1)c1nc2cc3c(cc2s1)OCO3
-2.8 | C[C@H](CO)N1C[C@H](C)[C@@H](CN(C)Cc2ccc(Cl)c(Cl)c2)Oc2c(NS(=O)(=O)c3cn(C)cn3)cccc2C1=O
-0.6 | Cc1cc(C)n(-c2cc(=O)n(C)c(=O)n2C)n1
-2.8 | C=CCN1C(=O)[C@H](CC(=O)NCc2ccccc2)[C@@]2(C(=O)OCC)CCCC=C12
-0.6 | O=C(N1CCCCC1)N1CCN(c2ccc(Cl)cc2)CC1
5.4 | COC(=O)COc1ccc(/C=C2\SC(=O)N(CC(=O)Nc3ccccc3F)C2=O)cc1
-2.6 | Cc1ccccc1CNC(=O)Nc1cccs1
-1.0 | CCN1CCN(C(C(=O)NC2CCCCC2)C2CC2)CC1 (configuration not stated)
4.0 | COC(=O)NNC(=O)C1CCC(C)CC1 (configuration not stated)
0.3 | CCOc1ccc(Cl)cc1S(=O)(=O)N1CCCC1
0.0 | O=C(Cn1nc(C(=O)O)c2ccccc2c1=O)Nc1ccc2c(c1)OCO2
0.1 | COc1ccc(N(CC(=O)NN=C2CCCC2)S(=O)(=O)c2ccccc2)cc1Cl
-0.2 | CCCC(C)C(=O)Nc1nc(C)c(-c2csc(Nc3ccc(Cl)cc3)n2)s1 (configuration not stated)
0.3 | O=C(Nc1ccccn1)c1ccc(NC(=O)c2ccco2)cc1
7.8 | COC(=O)[C@]12C[C@H](CC(=O)N3CCN(C(=O)C4CC4)CC3)C(=O)N(CCC3=CCCCC3)C1=C[C@H](C(C)C)O[C@@H]2C1CC1
-0.9 | CC(C)c1ccc(NC(=O)CNS(=O)(=O)c2ccc(F)cc2)cc1
1.2 | COCCNC(=O)c1ccccc1NC(=O)c1cccc([N+](=O)[O-])c1C
1.7 | CCCNC(=O)Cn1c(=O)n(CC(=O)N2CCCCC2)c(=O)c2sccc21
-0.8 | Cc1ccc([C@@H]2CC=C(C(=O)O)[C@H](c3ccccc3F)N2S(=O)(=O)c2ccccc2C)cc1
8.6 | CC(C)C[C@H]1COc2c(Cl)cccc2S(=O)(=O)N1Cc1cccc(Cl)c1

# The list is partial (hit frequency here may not be typical).
